# Screens as filed in PubChem.
# GLP1R inv ag = qHTS of GLP-1 Receptor Inverse Agonists (Inhibition Mode); Glucagon-like peptide 1 receptor (Homo sapiens), P43220; HEK293 GLP-1R CRE-luciferase, luminescence, 24 h; GLP-1R form is constitutively active; Potency, µM (doses to about 38.3 µM), without a hit: top-dose activity change, negative = inhibition, usual class: inhibitors; hit rate 1.6% among 410,000; further: potency means the concentration at half of the fitted maximal effect; on the % scale 0 is the no-effect control and ±100 the full control effect; nearly all actives have a fitted effect of over 55% in size
# Target sequence (P43220 whole entry, looked up): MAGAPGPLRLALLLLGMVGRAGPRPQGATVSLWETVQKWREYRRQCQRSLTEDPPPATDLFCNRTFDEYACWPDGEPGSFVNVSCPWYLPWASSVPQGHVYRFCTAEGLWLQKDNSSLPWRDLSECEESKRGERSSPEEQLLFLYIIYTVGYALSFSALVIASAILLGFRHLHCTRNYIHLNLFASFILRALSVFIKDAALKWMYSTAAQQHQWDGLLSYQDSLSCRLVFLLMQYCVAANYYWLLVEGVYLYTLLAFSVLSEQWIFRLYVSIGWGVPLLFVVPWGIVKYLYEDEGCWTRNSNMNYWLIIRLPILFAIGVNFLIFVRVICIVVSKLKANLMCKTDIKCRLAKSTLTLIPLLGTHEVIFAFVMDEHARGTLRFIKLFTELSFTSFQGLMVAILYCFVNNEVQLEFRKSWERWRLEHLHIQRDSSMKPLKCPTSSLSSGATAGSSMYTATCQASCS
#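 Constitutively active GLP-1R drives a cAMP-responsive luciferase in stably transfected HEK293 cells; test compounds are added after overnight (12 h) attachment and left 24 hr, and signal loss in luminescence marks inhibition.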
# HEK293 tox = qHTS of GLP-1 Receptor Inverse Agonists: Cytotox Screen | HEK293 cAMP-luciferase reporter cells, luminescence, 24 h | Potency, µM (series often up to 38.3 µM), without a hit: at the top dose activity change, negative = inhibition, actives largely listed as inhibitors | hit rate 0.13% among 410,000 | AID 624418, 2012;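 further: loss of luciferase light is scored as toxicity; potency means the concentration at half of the fitted maximal effect; on the % scale 0 is the no-effect control and ±100 the full control effect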
#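 1536-well qHTS counterscreen of the MLSMR; 200 cells/uL, 12 h pre-incubation, 23 nL cpd, 24 h at 37 deg C 5% CO2, luciferase detection reagent, 12 min RT, luminescence. Inhibition = undesired.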
# GLP1R ag = qHTS of GLP-1 Receptor Agonists | Glucagon-like peptide 1 receptor (Homo sapiens), P43220 | HEK293 GLP-1R CRE-luciferase, luminescence, 4-6 h; cells express a hypersensitive GLP-1R form | Potency, µM (doses to about 45.6 µM), inactives show at the top dose activation, actives largely listed as activators | hit rate 0.007% among 380,000 | AID 624172, 2012; further: potency means the concentration at half of the fitted maximal effect; % of control where 0% means no effect
# TDP43 rescue = qHTS of TDP-43 Inhibitors. TDP-43 expressing yeast growth rescue, BacTiter-Glo, 24 h. Potency, µM (top dose mostly 46.1 µM), for inactives: at the highest dose growth rescue (activation), usual class: activators. hit rate 1.8% among 410,000. AID 652104, 2013; further: potency means the concentration at half of the fitted maximal effect; % of control where 0% means no effect; nearly all actives have a fitted effect of over 50% in size
#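 Galactose-induced TDP-43 yeast, OD600=0.02, compound pinned; 24 hr, 30 deg C; BacTiter-Glo luminescence for growth. Inhibitors of TDP-43 toxicity read as activators.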
# D3 ag = qHTS of D3 Dopamine Receptor Agonist: qHTS. D(3) dopamine receptor (Homo sapiens), P35462. D3R DiscoveRx beta-arrestin cells, luminescence, 90 min. max activation, %. hit rate 0.58% among 410,000; in the data active means max activation above about 30%; further: 0% is about no effect; mostly tested at two doses, the higher about 12 µM
# Target sequence (P35462 whole entry, looked up): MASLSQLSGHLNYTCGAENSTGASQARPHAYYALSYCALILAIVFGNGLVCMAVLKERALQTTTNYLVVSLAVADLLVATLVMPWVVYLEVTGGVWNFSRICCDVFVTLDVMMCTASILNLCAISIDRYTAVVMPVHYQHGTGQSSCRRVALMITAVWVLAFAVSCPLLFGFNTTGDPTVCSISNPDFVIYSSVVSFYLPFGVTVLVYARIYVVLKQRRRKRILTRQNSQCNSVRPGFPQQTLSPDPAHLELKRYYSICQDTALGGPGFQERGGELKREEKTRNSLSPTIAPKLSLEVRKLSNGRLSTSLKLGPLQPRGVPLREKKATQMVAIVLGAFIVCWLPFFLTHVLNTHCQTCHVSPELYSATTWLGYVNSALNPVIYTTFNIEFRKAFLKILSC
#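 Agonist-mode cell screen: cells plated at 1500/well and incubated overnight at 37 °C, then exposed to library compounds for 90 min at 37 °C. Detection reagent was added for 30–60 min at room temperature, and luminescence was read.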
# KB-V1 cytotox = qHTS assay for MDR1-selective chemotherapeutics: Primary screen using the drug-selected MDR subline cells KB-V1 | hit rate 3.4% among 400,000 | Potency, µM (highest dose often 46.1 µM), without a hit: at the highest dose activity change, negative = cytotoxicity, hits mostly cytotoxic | KB-V1 MDR cells viability, CellTiter-Glo, 72 h; further: potency means the concentration at half of the fitted maximal effect; on the % scale 0 is the no-effect control and ±100 the full control effect; nearly all actives have a fitted effect of over 60% in size
#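 Readout: CellTiter-Glo luminescence, 10 min after addition. Cells: KB-V1 MDR subline, 72 h at 37 degrees C with compound. Analysis: corrected, normalized data fitted to concentration-effect curves.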
# PTHR1 agonist = qHTS for PTHR1 Agonists: Primary Screen; Parathyroid hormone/parathyroid hormone-related peptide receptor (Homo sapiens), Q03431; HEK293 GP2 PTHR1 cells, GloSensor cAMP luminescence, 1 h; Potency, µM (titrated, usually from 115 µM), inactives show top-dose activation, usual class: activators; hit rate 0.075% among 410,000; AID 743266, 2014; further: potency means the concentration at half of the fitted maximal effect; nearly all actives have a fitted effect of over 55% in size; some results filed as inactive show a strong effect at the top dose; inactives centre near -15; many of its hits are not listed in these tables
#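 HEK-293-derived GP2 cells expressing PTHR1 and a GloSensor cAMP reporter, 3,000/well, plated overnight, given luciferin plus IBMX (each 0.5 mM as added) for 1 h at 37 °C, then compound for 1 h at 37 °C. Luminescence was read after 15 min at room temperature.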
# aSyn yeast inh = qHTS of alpha-syn Inhibitors; hit rate 0.14% among 370,000; Yeast expressing alpha-synuclein, growth rescue, BacTiter-Glo, 24 h; Potency, µM (top dose mostly 46.1 µM), inactives show at the top dose growth rescue (activation), most hits filed as activators; further: potency means the concentration at half of the fitted maximal effect; % of control where 0% means no effect; nearly all actives have a fitted effect of over 65% in size
#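 Rescue of yeast growth: cells expressing toxic alpha-synuclein, induced in galactose at OD600 0.02, incubated with compound 24 h at 30 C. ATP luminescence quantified growth; inhibitors of toxicity appear as activators.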
# DRD3 antagonist = qHTS of D3 Dopamine Receptor Antagonist: qHTS; D(3) dopamine receptor (Homo sapiens), P35462; D3R cells, DiscoveRx beta-arrestin luminescence, antagonist mode; hits give low values; max response, negative = inhibition, %; hit rate 2.5% among 360,000; AID 652054, 2013; in the data active means max response below about -50%; inconclusive means no clear call, values can overlap the other calls; further: on the % scale 0 is the no-effect control and ±100 the full control effect; mostly tested at two doses, the higher about 12 µM
#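 Cells plated overnight at 1500 cells/well, then exposed to library compounds with dopamine controls for 90 minutes at 37 degrees C. DiscoveRx reagent added for 30–60 minutes at room temperature; luminescence read, quantitative HTS format.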
# * hit, by the source's call; i = inactive; u = inconclusive; x = not tested or not shown; & = joins results of further samples; [ ] = remark or other dose. Unless noted, the call rests on the fitted dose curve; in most records, active means well fitted curve in the direction sought with a large enough effect; inconclusive means small, poorly fitted or top-dose-only effect, or another doubt; inactive means no such curve, though single readings can be large; an effect the other way counts as inactive or inconclusive. This is a subset. The share of hits here may be higher or lower than overall.
# Below each compound – GLP1R inv ag	HEK293 tox	GLP1R ag	TDP43 rescue	D3 ag	KB-V1 cytotox	PTHR1 agonist	aSyn yeast inh	DRD3 antagonist
CCSc1nnc(NC(=O)C2CCN(S(=O)(=O)c3cc(C(F)(F)F)ccc3Cl)CC2)s1
 : 3%	0%[1.53 µM]	-35%[inhibitor]	27%	-6	u	-21%	2%	-19
Cn1nc(C(F)(F)F)c(-c2ccc(Br)cc2)c1NC(=O)c1nccnc1C(=O)O
 : 9%	3%	-3%	9%	-13	-19%	i	-1%	7
CCOC(=O)c1c(C)oc2nc(C)nc(NCCCN3CCN(c4cc(Cl)ccc4C)CC3)c12
 : 0%	2%	x	3%	-17	15%	-21%	x	x
COc1ccccc1CNC(=O)C1Cc2ccccc2C(=O)O1 (stereo not drawn)
 : 10%	-9%	-4%	19%	-2	-1%	i	4%	-10
Cc1noc(C)c1CSc1nnc(C)c(=O)[nH]1
 : 12%	5%	-2%	-8%	-7	18%	i	1%	16
Cc1ccc(S(=O)(=O)N2CCN(C3CCN(Cc4ccccc4)CC3)CC2)cc1
 : -18%	1%	-2%	-19%	-10	u	26%[57.5 µM]	4%	-15
CC(C(=O)NCCS(=O)(=O)c1ccc(Cl)cc1)S(=O)(=O)c1ccc(Cl)cc1 (stereo not drawn)
 : -25%	-9%	1%	-24%	-3	u	19%	12%	u
COc1cccc(OC)c1C(=O)OCC(=O)N1CCC(Cc2ccccc2)CC1
 : 1%	-4%	1%	-11%	0	1%	i	2%	17
CCOc1cc(C(=O)NCCN2CCOCC2)cc(OCC)c1OCC
 : -10%	14%	2%	-10%	-8	2%	-22%[57.5 µM]	-7%	-4
CCOC(=O)/C=C1\SCC(=O)N1CCOc1cccc(Br)c1
 : u	-8%	3%	16µM*	2	u	i	0%	23
CN1CCN(CCCNC(=O)CCCOc2cc(=O)n(C)c3ccccc23)CC1
 : 0%	-10%	1%	-10%	3	3%	-25%[57.5 µM]	-18%	4
O=C(Nc1nnc(Cc2ccccc2)s1)c1cccs1
 : 1%	-10%	-5%	1%	0	18%	-16%[57.5 µM]	-4%	10
Cc1cccc(Nc2ccncc2S(=O)(=O)NC(=O)NC(C)C)c1
 : 8%	-4%	10%	u	4&6	0%	i	-1%	-14
O=C(CCN1C(=O)C2CCCCC2C1=O)Nc1ccc(OC(F)F)cc1 (stereo not drawn)
 : -16%	0%	-5%	23%	2	0%	i	4%	13
C[C@@]12C(=O)Nc3cc(Cl)ccc3C(=O)N1[C@H]1c3cc(Cl)ccc3OC[C@@H]1[C@@H]2c1ccccc1
 : u	4%	-7%	12%	-19	u	-27%	-6%	-10
N#Cc1cccc(S(=O)(=O)NCCOc2ccccc2F)c1
 : 5%	7%	2%	6%	16	17%	i	-3%	-21
CCOC(=O)C(=O)NNc1cccc(C)c1C
 : u	0%	1%	-6%	2	-7%	-12%	-2%	-23
Cc1ccccc1NC(=O)CN1CCC(n2nnc3ccccc32)CC1
 : -27%	5%	17%	-4%	0	-7%	6%	1%	u
O=C(C[C@@H]1C=C[C@@H](NC(=O)Nc2cccc(F)c2)[C@@H](CO)O1)NCC1CCCCC1
 : 14%	-6%	x	22%	8	1%	-24%	2%	10
CCCCC/C=C/C1=CC(=O)C[C@H](c2ccc(Cl)cc2)C1
 : u	6%	-6%	16%	5	16%	i	2%	9
COCCCNC(=O)Cc1coc2ccc3ccccc3c12
 : 1%[7.66 µM]	0%[7.66 µM]	-2%	-7%	4	-19%	i	-3%	8
O=C(CN1CCN(S(=O)(=O)c2ccc(Cl)cc2)CC1)NC(=O)NC1CCCCC1
 : -11%	-22%	1%	6%	1	2.3µM*	i	18%	16
O=C(NC(=S)Nc1ccc2c(c1)OCCO2)c1cccc(Br)c1
 : u	u	15%	u	5	-17%	-20%	5%	6
C=CCN1CCN(C(c2cc(OC)ccc2OC)c2nnnn2CC2CCCO2)CC1 (stereo not drawn)
 : 1%	-7%	-2%	4%	2	-2%	i	9%	4
O=C(NNC(=O)c1ccc(Cl)cc1Cl)c1ccc2ccccc2c1
 : 1%	8%	8%	-20%	2	3%	i	-2%	2
Cc1cc([N+](=O)[O-])ccc1NC(=O)c1sc2ncn(CC(=O)N3CCOCC3)c(=O)c2c1C
 : -7%	5%	-1%	14%	3	-9%	22%	-4%	-23
C=CCn1c(SCc2ccccc2Cl)nnc1-c1sc2nc(C)cc(C)c2c1N
 : 17%	-1%	-6%	9%	5	-34%	i	3%	33
CC(=O)c1cn(C(=O)c2ccc(Cl)cc2)c2ccccc12
 : 9%	8%	0%	-3%	-3	15%	i	4%	9
Cc1ccc(CN2CCN(/N=C/c3cccs3)CC2)cc1
 : u	11%	5%	15%	-8	4%	i	5%	-59*
O=C(Nc1cccc(Cl)c1N1CCOCC1)c1cc([N+](=O)[O-])ccc1N1CCOCC1
 : -12%	4%	2%	5%	-4	2%	i	1%	-5

# Record cards, from the list above.
# CCOC(=O)/C=C1\SCC(=O)N1CCOc1cccc(Br)c1 as listed: GLP1R inv ag = u; HEK293 tox = -8%; GLP1R ag = 3%; TDP43 rescue = 16µM*; D3 ag = 2; KB-V1 cytotox = u; PTHR1 agonist = i; aSyn yeast inh = 0%; DRD3 antagonist = 23
# COc1ccccc1CNC(=O)C1Cc2ccccc2C(=O)O1 (stereo not drawn) as listed: GLP1R inv ag = 10%; HEK293 tox = -9%; GLP1R ag = -4%; TDP43 rescue = 19%; D3 ag = -2; KB-V1 cytotox = -1%; PTHR1 agonist = i; aSyn yeast inh = 4%; DRD3 antagonist = -10

# 3 compounds from above, showing only TDP43 rescue.
Compound	TDP43 rescue
COc1ccccc1CNC(=O)C1Cc2ccccc2C(=O)O1 (stereo not drawn)	19%
C[C@@]12C(=O)Nc3cc(Cl)ccc3C(=O)N1[C@H]1c3cc(Cl)ccc3OC[C@@H]1[C@@H]2c1ccccc1	12%
CC(=O)c1cn(C(=O)c2ccc(Cl)cc2)c2ccccc12	-3%

# (further entries)
# Below each compound – GLP1R inv ag	HEK293 tox	GLP1R ag	TDP43 rescue	D3 ag	KB-V1 cytotox	PTHR1 agonist	aSyn yeast inh	DRD3 antagonist
Cc1ccc(C(=O)NC(=S)N(C)C2CCCCC2)cc1
 : 21%	-20%	2%	12%	-1	-5%	-26%	0%	10
COCCN(C(=O)Nc1ccc(OC)cc1)c1nc2ccccc2s1
 : 60%[activator]	-4%	-2%	-7%	17	-2%	-1%	-10%	0
Clc1ccc(-c2cn(-c3ccccc3)c3[n+]2CCS3)cc1
 : u	-12%	-1%	-9%	-6	21%	-15%	1%	-6
C=CCn1c(Cc2ccc(OC)cc2)nnc1SCC(=O)NCCc1ccccc1
 : 0%	-17%	-4%	-8%	-16	-22%	i	1%	-11
Cc1[nH]n(-c2ccccc2)c(=O)c1C1(C(F)(F)F)C(=O)N(c2ccc(F)cc2)C2=C1C(=O)CC(C)(C)C2 (stereo not drawn)
 : 4%	-7%	-5%	14%	0	-2%	-4%[57.5 µM]	5%	-71*
Cn1cnc([N+](=O)[O-])c1Oc1cccc2ccccc12
 : u	u	-29%	u	-4	u	-23%	7%	-6
CC(=O)Nc1ccc(SCC(=O)c2cc(C)n(-c3ccccc3F)c2C)cc1
 : u	-1%	4%	-8%	4	u	-27%	9%	1
CCN1CCN(C(=O)c2cccc(OC3CCN(S(=O)(=O)N(C)C)CC3)c2)CC1
 : 3%	-5%	2%	-14%	14	x	i	-7%	25
CCc1nn2c(=O)cc(CSc3nc(C)cc(=O)[nH]3)nc2s1
 : 6%	-12%	0%	20%	-4	-1%	8%	0%	19
CCOc1ccc(S(=O)(=O)NCCC(=O)NCC(c2ccc(OC)cc2)N2CCCCC2)cc1 (stereo not drawn)
 : u	9%	0%	-12%	-32	-1%	i	-6%	u
CCCCOc1ccc([N+](=O)[O-])cc1C(=O)O
 : 11%	2%	-2%	-20%	-14	-8%	17%	8%	-4
CC(CN1CCCCC1)NC(=O)c1scnc1-c1ccccc1 (stereo not drawn)
 : 13%	12%	3%	7%	-21	3%	-3%	-5%	-84*
Cc1cc(NC(=O)COC(=O)C2CCCN2C(=O)c2cccs2)no1 (stereo not drawn)
 : 4%	-21%	-6%	-1%	9	26%	-15%	-9%	1
Cc1cccc2cc(C#N)c(NCCNC(=O)NC3CCCCC3)nc12
 : -2%	0%	-8%	6%	-6	-14%	i	-7%	0
CCCCNC(=S)N1CCn2cccc2C1c1ccccc1 (stereo not drawn)
 : u	0%	2%	x	-6	-1%	i	-6%	20
CC(=O)Nc1ccccc1C(=O)N1CC2(C)CC1CC(C)(C)C2 (stereo not drawn)
 : 4%	-9%	-8%	1%	2	1%	i	-12%	6

# Given with bars between the fields: entries from further up.
Structure | GLP1R inv ag | HEK293 tox | GLP1R ag | TDP43 rescue | D3 ag | KB-V1 cytotox | PTHR1 agonist | aSyn yeast inh | DRD3 antagonist
CCOc1ccc(S(=O)(=O)NCCC(=O)NCC(c2ccc(OC)cc2)N2CCCCC2)cc1 (stereo not drawn) | u | 9% | 0% | -12% | -32 | -1% | i | -6% | u
CC(=O)Nc1ccccc1C(=O)N1CC2(C)CC1CC(C)(C)C2 (stereo not drawn) | 4% | -9% | -8% | 1% | 2 | 1% | i | -12% | 6
CC(=O)Nc1ccc(SCC(=O)c2cc(C)n(-c3ccccc3F)c2C)cc1 | u | -1% | 4% | -8% | 4 | u | -27% | 9% | 1
Clc1ccc(-c2cn(-c3ccccc3)c3[n+]2CCS3)cc1 | u | -12% | -1% | -9% | -6 | 21% | -15% | 1% | -6
